Assay outcomes (PubChem)
Growth percent in the NCI-60 one-dose screen (48 h, 10 µM unless noted): 100 = growth as untreated, 0 = no growth, -100 = all killed.
MALME-3M – MALME-3M melanoma; actives 5.8% (n = 78,000)
SK-MEL-2 – SK-MEL-2 melanoma; actives 4.7% (n = 77,000)
A549/ATCC – A549/ATCC NSCLC | actives 3.7% (n = 81,000) | AID 1794740
UACC-257 – UACC-257 melanoma; actives 4.4% (n = 78,000)
SK-MEL-5 – SK-MEL-5 melanoma. actives 6.4% (n = 80,000)
UACC-62 – UACC-62 melanoma. actives 5.4% (n = 81,000)
M14 – M14 melanoma; actives 6.2% (n = 80,000); AID 1794745
EKVX – EKVX NSCLC; actives 3% (n = 71,000)
Numbers without * were called inactive; & = joins results of further samples. The calls were made as follows: active = growth percent below 10; inactive = the rest.

What do the screens show for `O=c1cc(Cl)[nH]c(=O)[nH]1`?
MALME-3M: 112; SK-MEL-2: 92; A549/ATCC: 80; UACC-257: 89; SK-MEL-5: 101; UACC-62: 86; M14: 98; EKVX: 104

What do the screens show for `COc1ccc(NC(=O)COc2ccc(/C=N/Nc3nc4ccccc4s3)cc2)cc1`?
MALME-3M: 78; SK-MEL-2: 108; A549/ATCC: 103; UACC-257: 109; SK-MEL-5: 87; UACC-62: 88; M14: 93; EKVX: 89

Results for COc1ccc(-c2ccc(/C=N/NC(=O)c3[nH]c4ccc(Br)cc4c3-c3ccccc3)s2)cc1 ?
MALME-3M: 115; SK-MEL-2: 106; A549/ATCC: 72; UACC-257: 106; SK-MEL-5: 106; UACC-62: 46; M14: 106; EKVX: 110

How did Cc1ccc[n+](CC(=O)c2ccc(Br)cc2)c1 do in these assays?
MALME-3M: 103; SK-MEL-2: 90; A549/ATCC: 103; UACC-257: 111; SK-MEL-5: 107; UACC-62: 103; M14: 103; EKVX: 100

How did O=C(O)CCCN1C(=O)/C(=C/c2ccccc2)SC1=S do in these assays?
MALME-3M: 107; A549/ATCC: 101; UACC-257: 97; UACC-62: 92; M14: 101; EKVX: 99

How did COc1cccc(-c2nn(C(C)(C)C)cc2-c2ccnc(NCCCNS(=O)(=O)c3ccccc3)c2)c1 do in these assays?
MALME-3M: 91&99; SK-MEL-2: 103&101; A549/ATCC: 92&105; UACC-257: 107&104; SK-MEL-5: 86&101; UACC-62: 93&99; M14: 95&99; EKVX: 69&93

How did CS(=O)(=O)Nc1ccc(C(=O)NC(C(=O)NO)c2ccc(N3CCNCC3)cc2)cc1 (stereo unspecified) do in these assays?
MALME-3M: 100; SK-MEL-2: 111; A549/ATCC: 109; UACC-257: 108; SK-MEL-5: 104; UACC-62: 95; M14: 104; EKVX: 101

Results for COc1cc2c3c(n(C4CCN(C)CC4)c(=O)c2cc1OC)-c1cc2c(cc1C3=O)OCO2 ?
MALME-3M: 90; SK-MEL-2: 81; A549/ATCC: 55; SK-MEL-5: 58; UACC-62: -26*; M14: 61; EKVX: 69

What do the screens show for `CC1[C@@H]([C@@H]2C[C@H]2c2ccccc2)[C@@H]1CCO` (stereo partly specified)?
MALME-3M: 102; SK-MEL-2: 105; A549/ATCC: 91; UACC-257: 97; SK-MEL-5: 99; UACC-62: 87; M14: 97; EKVX: 100

What do the screens show for `Cc1ccnc(N)c1`?
MALME-3M: 109; A549/ATCC: 96; UACC-257: 103; SK-MEL-5: 108; UACC-62: 103; M14: 113; EKVX: 109

Results for O=C1[C@@H]2Cc3c([nH]c4ccccc34)[C@H](c3c(Cl)cccc3Cl)N2C(=O)CN1C1CCN(Cc2c(Cl)cccc2Cl)CC1 ?
MALME-3M: 91; SK-MEL-2: 98; A549/ATCC: 91; UACC-257: 98; SK-MEL-5: 92; UACC-62: 72; EKVX: 79

Results for COC(=O)C1CC(n2cc(S(=O)(=O)c3ccc(C)cc3)nn2)CN1C(=O)c1cc(OC)c(OC)c(OC)c1 (stereo unspecified) ?
MALME-3M: 102; SK-MEL-2: 102; A549/ATCC: 99; UACC-257: 99; SK-MEL-5: 109; UACC-62: 104; M14: 113; EKVX: 121

How did Cc1cc(C)c2c(Nc3ncnc4c3sc3nc(C)cc(C)c34)onc2n1 do in these assays?
MALME-3M: 104; SK-MEL-2: 100; A549/ATCC: 90; UACC-257: 92; SK-MEL-5: 96; UACC-62: 98; M14: 97

Results for Nc1c(Cl)cc(S(N)(=O)=O)cc1S(N)(=O)=O ?
MALME-3M: 107; SK-MEL-2: 96; A549/ATCC: 93; UACC-257: 92; SK-MEL-5: 94; UACC-62: 86; M14: 101; EKVX: 99

Results for CC1(C)CC(=O)C2=C(C1)Nc1cc3c(cc1C2c1ccc2c(c1)OCO2)OCO3 (stereo unspecified) ?
MALME-3M: 82; SK-MEL-2: 101; A549/ATCC: 94; UACC-257: 109; UACC-62: 100; M14: 117; EKVX: 98

Results for CCCCCCCCCCCCCCCCNCCC[C@@H](C)[C@H]1CC[C@H]2[C@@H]3[C@H](OCCCN)C[C@@H]4C[C@H](OCCCN)CC[C@]4(C)[C@H]3C[C@H](OCCCN)[C@]12C ?
MALME-3M: -61*; A549/ATCC: -58*; SK-MEL-5: 3.1*; UACC-62: -64*; M14: -29*

How did CN(C)c1ccc(-c2ccc3[nH]c(=O)nc(-c4ccccc4)c3c2)cn1 do in these assays?
MALME-3M: 51; SK-MEL-2: 23; A549/ATCC: 58; UACC-257: 81; SK-MEL-5: 40; UACC-62: 49; M14: 14; EKVX: 58

What do the screens show for `O=C1C2CCCN2C(=O)c2ccccc2N1Cc1cn(-c2ccc(Br)cc2)nn1` (stereo unspecified)?
MALME-3M: 101; SK-MEL-2: 106; A549/ATCC: 105; UACC-257: 108; SK-MEL-5: 102; UACC-62: 96; M14: 102; EKVX: 100

How did CS(=O)(=O)c1nccc(-c2c(-c3cccc(OCc4ccc(F)cc4)c3)nc3occn23)n1 do in these assays?
MALME-3M: 82; SK-MEL-2: 81; A549/ATCC: 92; UACC-257: 103; SK-MEL-5: 96; UACC-62: 88; M14: 80; EKVX: 84

Results for COc1ccc(CCNC(=O)c2c(C)n([O-])c3ccc(OC)cc3[n+]2=O)cc1 ?
MALME-3M: 116; SK-MEL-2: 86; UACC-257: 108; SK-MEL-5: 102; UACC-62: 93; M14: 108

What do the screens show for `CCN(CC)c1ccc(N)cc1Cl`?
MALME-3M: 104; SK-MEL-2: 105; A549/ATCC: 95; UACC-257: 99; SK-MEL-5: 99; UACC-62: 96; M14: 121; EKVX: 144

What do the screens show for `CC(C(=O)OC(C)(C)C)c1ccccc1` (stereo unspecified)?
MALME-3M: 89; SK-MEL-2: 104; A549/ATCC: 98; UACC-257: 99; SK-MEL-5: 104; UACC-62: 96; M14: 103; EKVX: 104

How did O=C1CSC(=S)N1Nc1ccccc1 do in these assays?
SK-MEL-2: 93&92; A549/ATCC: 93&95; UACC-257: 109&105; SK-MEL-5: 104&118; UACC-62: 102&84; M14: 95&101; EKVX: 106

How did CCCCCCSc1ncnc2nc[nH]c12 do in these assays?
MALME-3M: 102; SK-MEL-2: 105; A549/ATCC: 96; UACC-257: 91; SK-MEL-5: 94; UACC-62: 77; M14: 97; EKVX: 84

What do the screens show for `COc1cc(/C=C2\SC(=S)N(/C=C(/C#N)C(=O)c3ccc4ccccc4c3)C2=O)cc(OC)c1OC`?
SK-MEL-2: 87; A549/ATCC: 74; UACC-257: 84; SK-MEL-5: 78; UACC-62: 75; M14: 71; EKVX: 78

What do the screens show for `CC(C(=O)n1ccc(-c2ccc(Cl)cc2)n1)c1ccc(NS(C)(=O)=O)cc1` (stereo unspecified)?
MALME-3M: 90; SK-MEL-2: 101; A549/ATCC: 93; UACC-257: 97; SK-MEL-5: 100; UACC-62: 96; M14: 109

What do the screens show for `O=C(O)c1cc(=O)[nH]c2ccccc12`?
MALME-3M: 104&85; SK-MEL-2: 82; A549/ATCC: 98&102; UACC-257: 97&96; SK-MEL-5: 99&102; UACC-62: 91&105; M14: 100; EKVX: 111&99

How did Cn1cc(-c2nc(-c3cn(C)c4c(Cl)nccc34)cs2)c2cc(F)ccc21 do in these assays?
MALME-3M: 93; SK-MEL-2: 88; A549/ATCC: 70; UACC-257: 76; SK-MEL-5: 79; UACC-62: 75; M14: 78; EKVX: 69

Results for Fc1cc2[nH]ncc2c2c3c(c(-c4cn[nH]c4)nc12)CCCC3 ?
MALME-3M: -15*; SK-MEL-2: -31*; A549/ATCC: 1.7*; UACC-257: -22*; SK-MEL-5: -69*; UACC-62: -48*; M14: 1.0*; EKVX: 13

What do the screens show for `Cc1cc2c(s1)CCCC1CC(=O)N(CCN3CCOCC3)N=C21` (stereo unspecified)?
MALME-3M: 110; SK-MEL-2: 104; A549/ATCC: 98; UACC-257: 94; SK-MEL-5: 100; UACC-62: 108; M14: 112; EKVX: 112

Structural class, those above containing bromine (3)
Results for COc1ccc(-c2ccc(/C=N/NC(=O)c3[nH]c4ccc(Br)cc4c3-c3ccccc3)s2)cc1 ?
MALME-3M: 115; SK-MEL-2: 106; A549/ATCC: 72; UACC-257: 106; SK-MEL-5: 106; UACC-62: 46; M14: 106; EKVX: 110

How did Cc1ccc[n+](CC(=O)c2ccc(Br)cc2)c1 do in these assays?
MALME-3M: 103; SK-MEL-2: 90; A549/ATCC: 103; UACC-257: 111; SK-MEL-5: 107; UACC-62: 103; M14: 103; EKVX: 100

What do the screens show for `O=C1C2CCCN2C(=O)c2ccccc2N1Cc1cn(-c2ccc(Br)cc2)nn1` (stereo unspecified)?
MALME-3M: 101; SK-MEL-2: 106; A549/ATCC: 105; UACC-257: 108; SK-MEL-5: 102; UACC-62: 96; M14: 102; EKVX: 100

Continuation.
What do the screens show for `C/C(=N\N=C(N)N)c1c(C)nn(C(=N)N)c1C`?
MALME-3M: 106; SK-MEL-2: 102; A549/ATCC: 93; UACC-257: 95; SK-MEL-5: 102; UACC-62: 97; M14: 101; EKVX: 104

How did COc1cc(-c2nc3ccc(C)cc3[nH]2)ccc1OCC(=O)N=Nc1c(O)[nH]c2ccccc12 do in these assays?
MALME-3M: -69*; SK-MEL-2: -53*; A549/ATCC: 8.5*; UACC-257: 14; SK-MEL-5: 29; UACC-62: -83*; M14: -73*

What do the screens show for `Cn1c(=O)c2c(nc(/N=C/c3ccc([N+](=O)[O-])cc3)n2C)n(C)c1=O`?
MALME-3M: 95; SK-MEL-2: 107; A549/ATCC: 103; UACC-257: 96; SK-MEL-5: 104; UACC-62: 98; M14: 100; EKVX: 103

What do the screens show for `N#C/C(=C\c1ccc([N+](=O)[O-])cc1)n1nnc2cc(F)c(F)cc21`?
MALME-3M: 33; SK-MEL-2: 96; A549/ATCC: 64; UACC-257: 77; SK-MEL-5: 81; UACC-62: -44*; M14: 28; EKVX: 82

What do the screens show for `COc1ccc2c(=O)c(OC)c(-c3cc(OC)c(OC)c(OC)c3)oc2c1`?
MALME-3M: 113; A549/ATCC: 44; SK-MEL-5: 75; UACC-62: 71; M14: 109; EKVX: 109

What do the screens show for `CCCCn1c(=O)c(-c2cc(-c3ccc(Cl)cc3)nc(-c3ccc(Cl)cc3)c2)cc2ccccc21`?
MALME-3M: 109; SK-MEL-2: 107; A549/ATCC: 98; UACC-257: 98; SK-MEL-5: 103; UACC-62: 81; M14: 98; EKVX: 101

Results for Cc1ccc(S(=O)(=O)NC(CCC(=O)Nc2ccccc2)C(=O)Nc2ccccc2)cc1 (stereo unspecified) ?
MALME-3M: -36*; SK-MEL-2: -40*; A549/ATCC: -19*; UACC-257: -18*; SK-MEL-5: -66*; UACC-62: -46*; M14: 3.9*

Results for COc1ccc(-c2ccccc2-c2nc(-c3ccccc3)c(-c3ccccc3)n2Cc2ccccc2)cc1OC ?
MALME-3M: 50; SK-MEL-2: 53; A549/ATCC: 39; UACC-257: 55; SK-MEL-5: 59; UACC-62: 46; M14: 64; EKVX: 59

What do the screens show for `Cc1ccc(-c2cc(-c3nnc(SCC(=O)N4CCN(c5cc6c(cc5F)c(=O)c(C(=O)O)cn6C5CC5)CC4)o3)c3ccccc3n2)cc1`?
MALME-3M: 119; SK-MEL-2: 107; A549/ATCC: 101; UACC-257: 105; SK-MEL-5: 99; UACC-62: 101; M14: 105; EKVX: 108

What do the screens show for `Cc1ccccc1OCc1nnc(-c2ccc(Oc3ccc(Cl)cc3Cl)cc2)o1`?
MALME-3M: 109; SK-MEL-2: 106; A549/ATCC: 104; UACC-257: 104; SK-MEL-5: 100; UACC-62: 102; M14: 100; EKVX: 107

What do the screens show for `O=C(NCCN1CCCCC1)c1ccc(-c2nc3ccc4[nH]ncc4c3c3c2CCCC3)cc1`?
MALME-3M: 127; SK-MEL-2: 110; A549/ATCC: 94; UACC-257: 105; SK-MEL-5: 100; UACC-62: 102; M14: 102; EKVX: 91

What do the screens show for `N/N=C(\c1ccccc1)c1cccs1`?
MALME-3M: 110; SK-MEL-2: 99; A549/ATCC: 104; UACC-257: 109; SK-MEL-5: 104; UACC-62: 96; M14: 100; EKVX: 95

Some of these compounds in order of number of heavy atoms, highest first:
What do the screens show for `O=C(NCCN1CCCCC1)c1ccc(-c2nc3ccc4[nH]ncc4c3c3c2CCCC3)cc1`?
MALME-3M: 127; SK-MEL-2: 110; A549/ATCC: 94; UACC-257: 105; SK-MEL-5: 100; UACC-62: 102; M14: 102; EKVX: 91

What do the screens show for `Cc1ccccc1OCc1nnc(-c2ccc(Oc3ccc(Cl)cc3Cl)cc2)o1`?
MALME-3M: 109; SK-MEL-2: 106; A549/ATCC: 104; UACC-257: 104; SK-MEL-5: 100; UACC-62: 102; M14: 100; EKVX: 107

What do the screens show for `N#C/C(=C\c1ccc([N+](=O)[O-])cc1)n1nnc2cc(F)c(F)cc21`?
MALME-3M: 33; SK-MEL-2: 96; A549/ATCC: 64; UACC-257: 77; SK-MEL-5: 81; UACC-62: -44*; M14: 28; EKVX: 82

A section taken from the entries so far:
What do the screens show for `O=c1cc(Cl)[nH]c(=O)[nH]1`?
MALME-3M: 112; SK-MEL-2: 92; A549/ATCC: 80; UACC-257: 89; SK-MEL-5: 101; UACC-62: 86; M14: 98; EKVX: 104

What do the screens show for `COc1ccc(NC(=O)COc2ccc(/C=N/Nc3nc4ccccc4s3)cc2)cc1`?
MALME-3M: 78; SK-MEL-2: 108; A549/ATCC: 103; UACC-257: 109; SK-MEL-5: 87; UACC-62: 88; M14: 93; EKVX: 89
